From PubChem
PfM18AAP inh = PfM18AAP inhibitors, malaria aminopeptidase, primary screen, biochemical, QFRET, recombinant enzyme. 290,000 tested, 1.2% active. AID 1822, 2009. M18 aspartyl aminopeptidase (Plasmodium falciparum 3D7). H-Glu-NHMec fluorogenic cleavage. inhibition, % at 7.35 µM;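 active means inhibition above the campaign mean inhibition over all tested compounds plus 3 SD, cut at about 28% in these data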;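 further: 0% = plate median of test compound wells and 100% = 2 mM ZnCl2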
NALP1 inh = NALP1 inflammasome inhibitors in reconstituted yeast, colorimetric, S. cerevisiae, triplicate retest; S. cerevisiae NALP1/ASC/caspase-1 growth, X-gal OD620, 72 h; inhibition, % at 10 µM; 280,000 tested, 0.61% active; in the data active means inhibition mostly above about 24%, no sharp cut-off; inactive means mostly below about 32%; further: some compounds called inactive have numbers as strong as hits
p-CIP stab down = p/CIP-EGFP fusion destabilizers, primary screen, fluorescence, F442A cells; AID 1984, 2009; 290,000 tested, 0.01% active; 16 h; decrease of EGFP signal, % at 10 µM;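 active means EGFP signal decrease of at least 30% at 10 µM or well 3 SD below plate mean, unless failing retest; inactive means the rest, including hits failing retest or dose response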; further: some compounds called inactive have numbers as strong as hits; many of its hits are not listed in these tables
IMP-1 inh = IMP-1 metallo-beta-lactamase inhibitors, primary screen, biochemical, epi-absorbance readout, Pseudomonas aeruginosa enzyme; metallo-beta-lactamase IMP-1 (Pseudomonas aeruginosa); purified IMP-1, nitrocefin hydrolysis, epi-absorbance fluorescence; inhibition, % at 5.6 µM; 290,000 tested, 0.45% active;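 active means inhibition above the mean plus 3 SD of all compounds in the same screening run, cut at about 4.5% in these data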;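 further: 0% = IMP-1 with DMSO and 100% = DMSO wells lacking enzyme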
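System: Purified recombinant IMP-1 metallo-beta-lactamase enzyme | Measured by: Fluorescence quenching readout, ex 480/em 530 nm | Replication: Singlicate | Incubation: 15 min preincubation plus 25 min reaction at 25 °C | Evaluation: Percent inhibition from optical density relative to buffer-blank wells | Benchmarks: DMSO with and without IMP-1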
PHOSPHO1 block = PubChem AID 1565; 290,000 tested, 1.1% active; recombinant PHOSPHO1, absorbance phosphatase assay; inhibition, % at 13.3 µM; Phosphoethanolamine/phosphocholine phosphatase (Homo sapiens), Q8TCT1; in the data active means inhibition above about 60%
VIM-2 inhibitor = VIM-2 metallo-beta-lactamase inhibitors, primary screen, biochemical, epi-absorbance readout, Pseudomonas aeruginosa enzyme | purified VIM-2, nitrocefin hydrolysis, epi-absorbance fluorescence | inhibition, % at 5.6 µM | 290,000 tested, 0.89% active | AID 1527, 2009;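 active means inhibition above the mean of all tested compounds plus 3 SD, cutoff set per screening run, cut at about 7.5% in these data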;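 further: red hydrolysis product quenches plate fluorescence so inhibitors raise well fluorescence; 0% = enzyme with DMSO and 100% = DMSO without enzyme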
IDE act = human IDE activators in live cells, primary screen, fluorescence polarization, HEK cells, FAbeta-B substrate; activation, % at 5.96 µM; 340,000 tested, 0.073% active; Insulin-degrading enzyme (Homo sapiens), P14735; FAbeta-B cleavage; 0% vehicle, 100% cell-free pure enzyme wells;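 active means activation above the mean of all tested compounds plus 3 SD, set per screening campaign, cut at about 17% in these data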
Target sequence (P14735 whole entry, looked up): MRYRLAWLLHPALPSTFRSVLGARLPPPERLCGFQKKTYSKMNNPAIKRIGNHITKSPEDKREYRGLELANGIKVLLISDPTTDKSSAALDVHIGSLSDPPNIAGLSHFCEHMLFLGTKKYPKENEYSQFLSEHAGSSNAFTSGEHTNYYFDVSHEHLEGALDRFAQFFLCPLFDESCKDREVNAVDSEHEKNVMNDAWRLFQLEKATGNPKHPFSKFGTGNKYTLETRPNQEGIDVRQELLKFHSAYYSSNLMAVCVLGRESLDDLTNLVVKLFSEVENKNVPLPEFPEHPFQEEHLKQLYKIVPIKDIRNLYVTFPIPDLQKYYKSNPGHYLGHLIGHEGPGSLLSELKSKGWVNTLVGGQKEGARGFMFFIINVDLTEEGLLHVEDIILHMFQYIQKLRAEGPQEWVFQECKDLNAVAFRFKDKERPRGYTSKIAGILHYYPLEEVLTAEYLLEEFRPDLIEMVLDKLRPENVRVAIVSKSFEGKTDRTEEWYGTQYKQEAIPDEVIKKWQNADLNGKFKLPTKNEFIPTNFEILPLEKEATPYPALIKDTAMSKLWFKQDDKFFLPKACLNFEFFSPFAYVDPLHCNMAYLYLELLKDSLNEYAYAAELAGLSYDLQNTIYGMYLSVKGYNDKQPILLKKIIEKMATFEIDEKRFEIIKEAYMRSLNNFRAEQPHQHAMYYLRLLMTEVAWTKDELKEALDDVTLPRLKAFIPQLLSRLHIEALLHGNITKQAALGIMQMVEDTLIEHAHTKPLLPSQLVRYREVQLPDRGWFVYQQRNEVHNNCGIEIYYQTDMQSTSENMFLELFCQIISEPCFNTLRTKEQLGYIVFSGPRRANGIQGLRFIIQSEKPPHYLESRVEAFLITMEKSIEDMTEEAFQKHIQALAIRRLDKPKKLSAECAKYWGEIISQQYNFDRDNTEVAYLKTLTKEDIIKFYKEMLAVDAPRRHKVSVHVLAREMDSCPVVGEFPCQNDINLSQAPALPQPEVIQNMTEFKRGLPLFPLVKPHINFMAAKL
GPR7 antag = GPR7 receptor antagonists, primary screen, cell-based, fluorescence, single concentration. GPR7-expressing cells, fluorescence antagonist assay. inhibition, % at 4.4 µM. 290,000 tested, 1.1% active. AID 1861, 2009; in the data active means inhibition above about 16%, passing the limit was not always enough;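 further: cells stimulated with the agonist NPW; 0% = agonist with vehicle and 100% = vehicle without agonist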
IDE cell inh = human IDE inhibitors in live cells, primary screen, fluorescence polarization, HEK cells, FAbetaB substrate; inhibition, % at 5.59 µM; AID 434962, 2010; 320,000 tested, 0.41% active; FAbetaB cleavage;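 active means percent inhibition above the average of all tested compounds plus 3 SD, set per screening campaign, cut at about 16% in these data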;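 further: IDE supplied by intact live HEK cells; FP after avidin binding of uncleaved biotin substrate so inhibition keeps polarization high; 0% = DMSO wells and 100% = 60 µM reference IDE inhibitor Ii1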
An asterisk follows results filed as active; x = no result given; & = joins results of further samples. No enrichment for hits; any-hit rate near 5.3%.

SMILES	PfM18AAP inh	NALP1 inh	p-CIP stab down	IMP-1 inh	PHOSPHO1 block	VIM-2 inhibitor	IDE act	GPR7 antag	IDE cell inh
Cc1scc(-c2n[nH]c(=S)n2C(C)c2ccccc2)c1C (stereo unspecified)	12	12	-7	-4.2	-2	-3.4	-21	-15	4
CCOC(=O)c1sc(=S)n(-c2ccc(C)cc2)c1SC	-6	8	11	-2.4	44	-1.0	-6	-7	-2
COc1cc(/C=N/NC(=O)c2cc3ccccc3cc2O)ccc1OCCN1CCCCC1	12	-3	-1	4.1	7	-0.7	2	-9	2
COc1ccccc1N(CC(=O)Nc1ccc(Cc2ccncc2)cc1)S(=O)(=O)c1ccccc1	7	20	-1	-0.3	55	-1.2	2	-13	-9
CN(C)S(=O)(=O)c1ccc(C(=O)OCC(=O)c2ccc3c(c2)NC(=O)CO3)cc1	-2	10	-5	-1.0	38	-0.2	2	-12	3
COc1ccc(N2CCN(C(=O)c3cc(C)on3)CC2)cc1	6	2	-4	-1.6	43	0.0	5	-6	7
CCC(C)c1ccccc1OCCn1ccnc1 (stereo unspecified)	0	27	-17	-3.7	-9	-4.9	3	-2	10
O=C(CSc1ccccc1)N1CCCC(Nc2ccccc2)C1 (stereo unspecified)	10	12	5	-1.3	34	-1.6	3	-6	-2
COc1ccccc1/C=C\C=N\n1c(-c2ccc(Cl)cc2)n[nH]c1=S	0	20	-11	-3.1	-20	-7.2	-10	-13	-3
CC1(C)CNC(=O)CC(C)(C)N1	-6	6	1	-1.8	-13	-0.2	-3	-3	5
O=C(N/N=C/c1ccc(OCc2ccc(F)cc2)cc1)c1ccccc1	-5	6	12	-3.0	24	0.1	-4	-2	-6
CC(C)NS(=O)(=O)c1ccc2c(c1)NCC2	-8	33	-8	-2.2	-6	0.6	5	-6	4
[O-][n+]1c2c(nn1-c1ccccc1Cl)-c1nonc1CC2	-17	x	0	-1.3	3	0.1	2	6	2
Cc1cc(C)cc(C(=O)NCCn2cc(SCC(=O)N3CCOCC3)c3ccccc32)c1	0	30	-5	0.8	-22	-1.1	1	-8	4
Cc1cnc(C(=O)OC(C(=O)Nc2cc(C(F)(F)F)ccc2Cl)c2ccccc2)cn1 (stereo unspecified)	2	8	-19	-3.1	43	-2.2	8	-27	4
O=C(O)c1cc(S(=O)(=O)N2CCN(C(=O)c3ccco3)CC2)c(Cl)cc1Cl	-1	-5	-15	0.7	17	2.0	-3	8	-2
O=C(c1ccco1)N1N=C(c2ccc(Br)cc2)CC1(O)C(F)(F)F (stereo unspecified)	1	-5	10	-2.9	5	3.2	7	-15	-2
Cc1ccccc1Nc1nc(N)nc(CSc2nnc(-c3ccccc3)n2C)n1	-6	18	-12	-2.6	35	-3.3	-1	2	3
O=C(CCCC(=O)N(CC(=O)NC1CCCC1)Cc1ccc2c(c1)OCO2)Nc1ccccn1	7	3	7	-3.3	5	-1.9	-3	-18	4
CCOC(=O)C1CCN(C(=O)Nc2ccc3nccnc3c2)CC1	3	12	6	-3.7	36	-3.4	3	-9	6
COc1cccc(C2CC(c3ccc(C)cc3)n3ncnc3N2)c1 (stereo unspecified)	-5	31	-11	-2.9	-14	-3.0	5	-3	2
CCc1ccccc1NS(=O)(=O)c1ccc(SC)cc1	-8	40	-2	-3.8	22	-2.0	1	-6	4
COc1ccc(N(C)S(=O)(=O)c2cccc(C(=O)NC3CCCCCC3)c2)cc1	-2	7	-34	-3.7	-5	-2.8	6	43*	-3
S=C1CCSc2ccc(Cl)cc2N1	-9	3	2	-3.4	14	-4.5	-1	-18	x
COc1ccc(CNC(=O)CSc2nnc(C(F)(F)F)n2C)cc1	-3	10	4	-1.2	28	-1.6	3	1	0
NC(=O)c1ccc(-n2nnnc2SCC(=O)Nc2ccc(N3CCOCC3)c(Cl)c2)cc1	-6	-16	-10	-7.4	17	-2.0	-6	-16	1
Cc1c(O)cc2n(c1=O)-c1ccc(Cl)cc1C2(C)C	-8	8	-7	-0.6	8	0.2	4	0	0
C=CCn1c(C)cc(C(=O)CSc2ccc(NC(C)=O)cc2)c1C	1	18	0	-0.9	6	-1.7	5	5	2
CCCc1[nH]nc2c1C1(C(=O)N(CC)c3ccccc31)C(C#N)=C(N)O2 (stereo unspecified)	1	2	0	-3.8	5	0.0	5	-8	-1
CCn1c(N)c(C(=O)NCCCOC)sc1=S	15	13	-11	-1.1	50	-1.9	-6	-1	2
O=c1[nH]c(SCc2ccccc2)nnc1-c1ccccc1	7	-1	0	-3.8	0	-2.3	3	-16	8
COc1ccc(-c2ccc(-c3noc(-c4ccco4)n3)c(OC)n2)cc1	0	8	3	0.6	9	-0.5	4	-2	-1
COc1ccc(C2C3=C(CC(C)(C)CC3=O)Oc3ncn(Cc4ccco4)c(=N)c32)cc1 (stereo unspecified)	8	13	-12	-0.6	24	-3.2	5	-10	5
CC(=O)Nc1ccc(S(=O)(=O)N=S(C)C)cc1	1&-5	1	-1&8	-2.5&-1.8	15&-12	-2.6&-0.7	3	-6&9	6
Cc1cc(C)c(S(=O)(=O)N2CCN(C(=O)N(C)C)CC2)c(C)c1	-13	-4	-11	-2.3	8	0.7	x	-5	-2
S=C(Nc1ccc2c(c1)OCCO2)Nc1ccc2c(c1)OCO2	21	1	-8	-3.1	-132	-3.7	-3	2	4
COc1cc(OC)cc(C(=O)Nc2ccccc2C(=O)NCc2cccnc2)c1	-4	16	-7	-1.7	26	0.1	7	-13	1
CNC(=S)N1C2CCC1CC(NC(=O)NC13CC4CC(CC(C4)C1)C3)C2 (stereo unspecified)	1	25	-4	-1.4	2	-0.2	1	-19	-5
O=C(COc1ccc(S(=O)(=O)N2CCCC2)cc1)NCCC1=CCCCC1	4	22	-16	-3.7	-25	-1.4	-4	1	3
O=C(C[n+]1ccccc1)N/N=C/c1ccco1	-14	-11	1	-2.5	20	0.1	x	-11	4

Some of these compounds in order of SMILES length, falling.
SMILES	PfM18AAP inh	NALP1 inh	p-CIP stab down	IMP-1 inh	PHOSPHO1 block	VIM-2 inhibitor	IDE act	GPR7 antag	IDE cell inh
COc1ccc(C2C3=C(CC(C)(C)CC3=O)Oc3ncn(Cc4ccco4)c(=N)c32)cc1 (stereo unspecified)	8	13	-12	-0.6	24	-3.2	5	-10	5
COc1ccc(N(C)S(=O)(=O)c2cccc(C(=O)NC3CCCCCC3)c2)cc1	-2	7	-34	-3.7	-5	-2.8	6	43*	-3
CNC(=S)N1C2CCC1CC(NC(=O)NC13CC4CC(CC(C4)C1)C3)C2 (stereo unspecified)	1	25	-4	-1.4	2	-0.2	1	-19	-5
CC(=O)Nc1ccc(S(=O)(=O)N=S(C)C)cc1	1&-5	1	-1&8	-2.5&-1.8	15&-12	-2.6&-0.7	3	-6&9	6

(more compounds)
SMILES	PfM18AAP inh	NALP1 inh	p-CIP stab down	IMP-1 inh	PHOSPHO1 block	VIM-2 inhibitor	IDE act	GPR7 antag	IDE cell inh
COc1cccc(CNS(=O)(=O)c2ccc3c(c2)CCN3C(=O)C2CC2)c1	0	15	-10	-2.2	-16	-1.9	4	-1	6
COc1ccc(/C=C/C(=O)c2ccc(NC(=O)c3cccs3)cc2)cc1OC	1	43	-6	-1.9	-6	-0.9	-8	-2	10
CCOC(=O)c1c2ccc(OCC(=O)NN)cc2n2ccccc12	8	-25	-10	-3.8	32	1.3	-3	-9	1
CCOc1ccccc1N1CCN(C(=O)C(F)(F)F)CC1	-8	0	1	-2.3	9	-2.1	5	-12	-1
CC1CCC(N2CC(=O)N(Cc3ccc4c(c3)OCO4)C(c3ccc(F)cc3)C2=O)CC1 (stereo unspecified)	-5	2	-6	-0.1	-7	-3.6	0	9	0
Cc1ccc(NC(=O)c2cccnc2C(=O)Nc2ccc(C)cc2)cc1	-2	3	1	-2.8	23	-0.8	7	-4	-4
CCOc1ccc(C(=O)Nc2ccc(Cc3ccncc3)cc2)cc1Br	4	0	0	-4.7	-3	-1.9	3	-8	5
COc1ccc(C)cc1N(C)C(=O)c1coc(=O)c2ccccc12	-6	20	-12	-1.6	14	-1.8	4	-4	-2
CC(C)C[C@@H]1NC(=O)N(CCN2CCOCC2)C1=O	4	-17	-8	-3.7	-8	-4.9	9	-9	2
COc1ccc(C(CNC(=O)c2oc3ccc(C)cc3c2C)N2CCCCC2)cc1 (stereo unspecified)	-13	25	-10	-2.7	30	0.4	4	-16	4
O=C(CN1CCCCCC1)Nc1cc([N+](=O)[O-])ccc1Cl	18	-4	-11	-4.8	2	-3.2	5	-5	3
O=C(Cc1ccc(S(=O)(=O)N2CCOCC2)s1)NCC1CCCCC1	-2	9	-5	-1.1	-2	-2.0	-3	-3	2
O=C(CSc1ncn[nH]1)Nc1ccc([N+](=O)[O-])cc1Br	67*	25	-14	-1.7	-4	1.7	-2	16	-1
Cc1cccc(NC(=O)CSc2ncnc3c2oc2ccccc23)c1	2	-5	-2	-3.8	-23	-2.7	-2	-8	4
C=CCNC(=S)Nc1c(N)n(C)c(=O)n(C)c1=O	-1	-6	-13	-1.8	33	-2.7	-5	-12	-3
COc1cc(S(=O)(=O)N2CCN(C(=O)c3ccco3)CC2)c(OC)cc1C	1	1	-6	-0.7	x	-0.4	3	-1	2
O=C(Nc1ccccc1)c1csc(-c2ccccc2)n1	0	11	-5	-1.1	34	-0.9	2	0	0
COc1cccc(S(=O)(=O)NCC(=O)N2CCCCCC2)c1	-8	14	-5	-1.9	8	1.0	5	-11	2
O=C(CN(c1ccc(Cl)cc1)S(=O)(=O)c1ccccc1)N1CCN(c2ccccc2)CC1	-20	6	-9	-0.2	1	-4.4	-4	-14	3
CCOc1cc(CNc2ccc3c(c2)OCCO3)cc(Br)c1OCC	3	18	-6	2.1	22	1.3	0	7	-10
COc1ccc(-c2nc(CN3CCN(c4cc(C)nc(C)c4)CC3)c(C)o2)c2ccccc12	2	30	-10	-2.2	32	0.3	3	11	1
Cc1cc(OCc2cc(C(=O)N(C)CC3CCOCC3)no2)cc(C)c1Cl	-1	4	-4	0.1	34	-0.5	0	8	4
Oc1ccc(-c2csc(Nc3cccnc3)n2)cc1	56*	2	4	-1.8	12	-2.4	3	-5	3
O=C(Cn1cncn1)N/N=C/c1cccc(Cl)c1	4	x	2	-2.0	17	-2.5	5	-2	1
CCOc1cc(C(c2c(C)[nH][nH]c2=O)c2c(C)[nH][nH]c2=O)cc([N+](=O)[O-])c1O	27	-30	2	-2.0	11	-5.1	-2	-9	8
CCN(CC)S(=O)(=O)c1ccc(N2CCOCC2)c(NC(=O)COc2ccccc2)c1	-2	-14	-10	-1.7	-2	1.4	1	7	0
COC(=O)c1ccc2[nH]c3c(c2c1)CC(C)CC3 (stereo unspecified)	-17	x	2	4.0	x	0.9	1	9	-4
CC(C)NC(=O)CC(=O)N/N=C\c1ccccc1C(=O)O	6	10	-18	-3.6	-3	-4.0	4	-11	3
CCOC(=O)c1ccc2c(c1)n(CCCS(=O)(=O)[O-])c(/C=C/c1ccc(Cl)cc1)[n+]2CC	-9	9	-9	-1.1	36	0.7	-2	-7	2
O=C(NCCCN1CCOCC1)c1ccc(Br)cc1Br	-1	-11	7	-0.8	-13	-0.3	x	-7	x
